# RGS4 inhibitor: inhibitors of human regulator of G protein signaling 4; P49798; Transcreener GDP fluorescence polarization, RGS4-accelerated GTP hydrolysis; Potency, µM (doses to about 114 µM), inactives show at the highest dose activity change, negative = inhibition, actives largely listed as inhibitors; actives 0.039% (n = 390,000); AID 504845; further: potency means the concentration at half of the fitted maximal effect; on the % scale 0 is the no-effect control and ±100 the full control effect; nearly all actives have a fitted effect of over 75% in size; some results filed as inactive show a strong effect at the top dose
#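 MLSMR compounds (23 nl, pin-transferred) preincubated 10 min at room temperature with a 500nM (2x) first reagent, then RGS4 at 900nM (2x) plus Transcreener GDP mix added; fluorescence polarization (620/688 nm) read before and after 90 min at 30 °C.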
# Pol kappa inh: inhibitors of human DNA polymerase kappa; purified Pol kappa, fluorescent DNA synthesis assay, 10 min; AID 588579; actives 0.53% (n = 400,000); Q9UBT6; Potency, µM (series often up to 107 µM), for the others: top-dose activity, negative = inhibition, hits mostly inhibitors; further: potency means the concentration at half of the fitted maximal effect; on the % scale 0 is the no-effect control and ±100 the full control effect
#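 Pol kappa 10 nM + cpd, 15 min RT; start w/ substrate 50 nM final; fluorescence kinetic read, 0 and 10 min. Neg ctrl: buffer, no enzyme.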
# ERG-DNA inh: ERG Ets/DNA interaction inhibition. P11308. fluorescence polarization, His-ERG Ets domain / labelled DNA. actives 0.028% (n = 370,000). Potency, µM (top dose mostly 76.9 µM), without a hit: at the top dose FP activity, negative = inhibition, usual class: inhibitors; active means well fitted inhibition curve with a large enough effect in the polarisation, with a control signal flat; inconclusive means small, poorly fitted or top-dose-only effect, or effect the other way, or a change in a side signal; inactive means no such curve, though single readings can be large or run the other way; the % refers to the polarisation;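 further: polarization taken with two DNA probes labelled with fluorescein and Texas red; potency means the concentration at half of the fitted maximal effect; % of control where 0% means no effect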
# Target sequence (P11308 whole entry, looked up, the tested form may be a part): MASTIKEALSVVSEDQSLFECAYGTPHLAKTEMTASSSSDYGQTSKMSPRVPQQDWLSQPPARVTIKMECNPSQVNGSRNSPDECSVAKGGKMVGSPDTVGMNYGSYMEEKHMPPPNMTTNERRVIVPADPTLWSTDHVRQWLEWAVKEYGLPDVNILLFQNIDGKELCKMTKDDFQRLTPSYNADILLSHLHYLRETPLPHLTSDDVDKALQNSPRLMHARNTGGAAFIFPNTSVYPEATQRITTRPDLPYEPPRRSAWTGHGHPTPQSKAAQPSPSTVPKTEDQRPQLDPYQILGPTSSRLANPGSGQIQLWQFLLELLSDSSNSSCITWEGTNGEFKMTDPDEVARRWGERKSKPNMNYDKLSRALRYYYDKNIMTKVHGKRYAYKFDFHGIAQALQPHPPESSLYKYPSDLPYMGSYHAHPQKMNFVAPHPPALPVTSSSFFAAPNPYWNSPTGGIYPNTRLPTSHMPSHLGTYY
#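 His-tagged ERG Ets domain (1 uM in the protein solution; 300mM KCl, 50mM Tris-HCl, 1mM EDTA, 1mM DTT, pH 7.5) received compound, then a probe mix of 5 nM fluorescein-DNA and 100nM Texas-615-DNA. Fluorescence polarization was read for both dyes.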
# APE1 inh: blocks human APE1 abasic DNA cleavage; P27695; recombinant APE1, TAMRA/BHQ-2 abasic DNA cleavage fluorescence; Potency, µM (doses to about 65.8 µM), inactives show at the top dose activity change, negative = inhibition, most hits filed as inhibitors; actives 0.35% (n = 350,000); AID 2517;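 further: potency means the concentration at half of the fitted maximal effect; plate controls were vehicle for no effect and reference inhibitor for full effect; nearly all actives have a fitted effect of over 55% in size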
# Target sequence (P27695 whole entry, looked up): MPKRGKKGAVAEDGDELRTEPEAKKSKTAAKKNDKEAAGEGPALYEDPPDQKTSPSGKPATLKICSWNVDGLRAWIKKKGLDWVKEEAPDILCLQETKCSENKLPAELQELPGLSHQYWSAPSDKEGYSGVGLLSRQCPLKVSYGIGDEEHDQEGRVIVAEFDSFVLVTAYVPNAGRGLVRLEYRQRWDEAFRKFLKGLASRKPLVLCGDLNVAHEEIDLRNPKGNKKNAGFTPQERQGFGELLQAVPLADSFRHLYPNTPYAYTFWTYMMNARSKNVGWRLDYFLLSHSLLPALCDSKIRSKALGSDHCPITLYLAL
#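 APE1 at 0.75 nM preincubated 15 min at room temperature with compound. Reaction then started with 50 nM double-stranded THF-abasic substrate labelled with TAMRA/BHQ-2, and 525/598 nm fluorescence read kinetically. Activity taken as third-minus-first read difference, normalized to DMSO and NSC13755 controls.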
# Pol beta inh: blocks human DNA polymerase beta activity. P06746. actives 1.3% (n = 340,000). Pol beta primer extension/strand displacement, fluorescence kinetic. AID 485314. Potency, µM (series often up to 114 µM), for inactives: at the highest dose activity change, negative = inhibition, usual class: inhibitors; further: potency means the concentration at half of the fitted maximal effect; on the % scale 0 is the no-effect control and ±100 the full control effect
#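 Curves were derived by four-parameter Hill fits of normalized qHTS data. The kinetic fluorescent primer-extension read was taken at 0 and 10 min after 50 nM substrate, following a 15 min room-temperature preincubation of 10 nM enzyme with compounds.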
# LDHA block: blocks human lactate dehydrogenase A; P00338; purified LDHA, NADH/diaphorase-resazurin fluorescence; stronger effect = lower value; activity change, % (values are at about 110 or 230 µM); actives 0.15% (n = 480,000); AID 1347041; in the data active means activity change below about -30%; inconclusive means mostly about -25% to -30%;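 further: plate controls were DMSO wells for no effect and wells without enzyme for full effect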
#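 Human LDH5 (2 nM) was incubated with 0.06 mM NADH and 0.2 mM pyruvate for 5 min at room temperature in Tris pH 7.4. Remaining NADH was coupled through diaphorase/resazurin, and resorufin fluorescence was read at 0 and 20 min.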
# ALOX12 inh: blocks human arachidonate 12S-lipoxygenase; purified 12hLO, xylenol orange hydroperoxide absorbance; Potency, µM (titrated, usually from 108 µM), without a hit: at the top dose activity change, negative = inhibition, most hits filed as inhibitors; actives 1.1% (n = 580,000); AID 1671190; further: potency means the concentration at half of the fitted maximal effect; on the % scale 0 is the no-effect control and ±100 the full control effect
#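 Purified human 12hLO at 150 nM in 25 mM Hepes, 0.01% Triton X-100, pH 7.0, preincubated 15 min at room temperature with compound. Reaction started with 40 uM arachidonic acid, 30 min at room temperature. Hydroperoxide measured by Fe-xylenol orange, 573/405 nm absorbance ratio.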
# Pol eta inh: DNA polymerase eta (human) inhibition; Q9Y253; Potency, µM (highest dose often 114 µM), for inactives: at the top dose activity change, negative = inhibition, actives largely listed as inhibitors; AID 588591; actives 1.2% (n = 390,000); recombinant Pol eta, fluorescent DNA replication assay; further: potency means the concentration at half of the fitted maximal effect; on the % scale 0 is the no-effect control and ±100 the full control effect
#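 Pol eta (10 nM) was preincubated with compounds for 15 min at room temperature, after which fluorescent replication substrate (50 nM final) was added to start the reaction. Fluorescence was read kinetically at 0 and 10 min.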
# Anesthetic bind: candidate novel general anesthetic via apoferritin binding; AID 485281; Potency, µM (series often up to 77.5 µM), inactives show top-dose activity change, negative = displacement, usual class: inhibitors; P02791; apoferritin/1-aminoanthracene competitive binding, fluorescence; actives 0.074% (n = 350,000); further: potency means the concentration at half of the fitted maximal effect; on the % scale 0 is the no-effect control and ±100 the full control effect; nearly all actives have a fitted effect of over 20% in size
# Target sequence (P02791 2-175 limits assumed): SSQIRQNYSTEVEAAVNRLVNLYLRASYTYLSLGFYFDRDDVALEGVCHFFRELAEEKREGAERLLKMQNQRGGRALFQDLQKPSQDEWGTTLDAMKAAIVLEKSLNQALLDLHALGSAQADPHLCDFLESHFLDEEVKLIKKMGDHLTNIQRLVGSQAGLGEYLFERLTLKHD
#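 In PBS, apoferritin at 10 uM is loaded with 1-AMA from a 50% saturated solution. After 10 min of compound exposure at ambient temperature, reduced 535 nm fluorescence indicates probe displacement.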
# Active calls of the source: *; u = inconclusive; x = no result given; & = joins results of further samples; [ ] = dose if it differs, or a comment. Unless noted, the call rests on the fitted dose curve; in most records, active means well fitted curve in the direction sought with a large enough effect; inconclusive means small, poorly fitted or top-dose-only effect, or another doubt; inactive means no such curve, though single readings can be large; an effect the other way counts as inactive or inconclusive.
nr | smiles | RGS4 inhibitor | Pol kappa inh | ERG-DNA inh | APE1 inh | Pol beta inh | LDHA block | ALOX12 inh | Pol eta inh | Anesthetic bind
1 | COc1ccccc1NC(=O)N1CCCC(CNC(=O)c2ccccc2Cl)C1 (centres undefined) | 7% | -2% | -3% | 8% | 30% | -4 | -3% | 10% | -3%
2 | OCCNC(=S)NC1CCCCC1 | 42% | -20% | -26% | -3% | -1% | -11 | -14% | 13% | -5%
3 | CN(C(=O)CSc1nc2cc(C(=O)O)ccc2c(=O)n1Cc1ccccc1)C1CCS(=O)(=O)C1 (centres undefined) | -25% | -7% | -3% | 0% | 0% | -4 | 171%[activator] | -10% | -5%
4 | CCC(=O)Nc1cc(NC(=O)CSc2ncc(-c3ccc(F)cc3)n2Cc2ccco2)ccc1C | -33% | -20% | -2% | -13% | 16% | -5 | u | -16% | u
5 | Cc1cc(C(=O)N/N=C/c2cccnc2)n[nH]1 | -16% | -1% | -4% | -3% | -7% | 0 | 7% | -2% | 6%
6 | CN(C)CCCNc1ccc(S(N)(=O)=O)cc1[N+](=O)[O-] | 3% | -12% | 7% | u | 83% | -5 | -1% | -8% | 8%
7 | O=C(c1ccccc1)N1CCN(C(=O)c2nn3c(C(F)(F)F)cc(-c4ccco4)nc3c2Br)CC1 | 16% | -2% | 12% | -7% | -26% | 1 | u | 7% | 6%
8 | COc1ccc(C(=O)C2CCCN(C3Cc4ccccc4C3)C2)c(OC)c1 (centres undefined) | -20% | -7% | 0% | 4% | 2% | -2 | -4% | -15% | -8%
9 | NC(=O)c1nsc(C(=O)N(Cc2cccnc2)C(C(=O)NCc2ccc(F)cc2)c2ccc(F)cc2)c1N (centres undefined) | 1% | -11% | 0% | -8%[12.4 µM] | 48% | -11 | -19% | -7% | -5%
10 | Cc1nn2c(C)c(C(=O)NCc3cccc(Br)c3)cnc2c1-c1ccccc1 | -12% | -19% | 0% | x | 18% | -24 | -17% | -9% | -9%
11 | O=C(CCCn1c(SCc2cc(=O)n3ccccc3n2)nc2ccccc2c1=O)NCC1CCCO1 (centres undefined) | -28% | 6% | -7% | 5% | 24% | -1 | -1% | -15% | -4%
12 | CCN1C(=O)c2ccccc2S(=O)(=O)c2ccc(C(=O)NCc3cccnc3)cc21 | 3% | 9% | 3% | 6% | -2% | -2 | -10% | -11% | -1%
13 | CCC(C)NCCCOc1cc(Cl)ccc1Cl (centres undefined) | 0% | 2% | -10% | -2% | 0% | -13 | u | 7% | -7%
14 | O=C(c1ccco1)N1CCN(C(=O)c2snc3ccc(Cl)cc23)CC1 | -17% | -12% | -1% | 0% | u | -4 | 12% | -9% | -14%
15 | N/C(CC(=O)Nc1ccc(F)cc1F)=N\OC(=O)c1cccs1 | 25% | -12% | 2% | -5% | 2% | -4 | 283%[activator] | -3% | 6%
16 | CCOC(=O)C1CCN(C(=O)c2ccc(OCC)c(OCC)c2)CC1 | 21% | -1% | 0% | 16% | -7% | -7 | 18% | -10% | -8%
17 | O=C(Nc1ccccc1N1CCCC1)C1CCN(S(=O)(=O)c2ccccc2)CC1 | -12% | -17% | 0% | 0% | x | -8 | 5% | -17% | x
18 | Cc1noc(C)c1NC(=O)N(C)C[C@H]1Oc2ccc(NC(=O)Nc3ccc4c(c3)OCO4)cc2C(=O)N([C@H](C)CO)C[C@@H]1C | -10% | 13% | -3% | 29% | x | 11 | u | -11% | x
19 | COCCNc1nc2c(c(=O)n(C)c(=O)n2C)n1Cc1c(F)cccc1Cl | 16% | 0% | 5% | x | 10% | -12 | -3% | -16% | -8%
20 | CCN(CC)c1ccc(/C=N/NC(=O)OC)c(O)c1 | -30% | -3% | 6% | 1% | 3% | 21 | 64%[activator] | -14% | 0%
21 | Cc1ccnc(NC2c3ccccc3C(=O)N2Cc2ccccc2Cl)c1 (centres undefined) | -6% | 9% | -12% | -2% | -21% | -1 | 10% | -20% | -5%
22 | C/C(=N\NC(=S)NCc1ccccc1)c1ccc(C(C)(C)C)cc1 | 19% | -16% | 5% | 0% | -2% | 4 | 35µM* | u | -11%
23 | COc1ccc(NC(=O)Nc2ccc3c(c2)N(C)C(=O)CS3)cc1Cl | -42% | -9% | 12% | 5% | 0% | 1 | 1% | -11% | -19%
24 | Clc1ccc2c(c1)N=C(N1CCNCC1)c1ccccc1N2 | 410%[activator][56.9 µM] | -15%[60.1 µM] | x | -6%&-3% | x | x | -12%&0% | x | -4%
25 | CC(C)c1nn2c(=O)cc(COC(=O)c3ccc(NC(=O)c4cccs4)cc3)nc2s1 | -34% | -5%[60.1 µM] | 1% | x | -1% | 1 | -17% | -18% | -3%
26 | O=C(CSc1ncn[nH]1)NC1CCCc2ccccc21 (centres undefined) | 11% | -4% | 3% | 17% | 12% | -6 | -1% | -5% | -10%
27 | C=CCn1c(C)cc(C(=O)COC(=O)COc2ccccc2C#N)c1C | -18% | -8% | -4% | -6% | -2% | -4 | 0% | -3% | 4%
28 | Cc1ccc(S(=O)(=O)CCSC(=N)N)cc1 | u | -9% | -6% | -7% | -1% | -4 | -2% | -12% | -3%
29 | Cc1ccc(Cl)cc1N1CCN(C(=O)c2c(C)oc3ncnc(N4CCCCC4)c23)CC1 | -8% | -7% | 4% | x | -1% | -3 | -28% | -9% | 1%
30 | COC(=O)c1cc(S(=O)(=O)N2CCN(Cc3ccccc3)CC2)c[nH]1 | 27% | -9% | 7% | 84%[activator] | 30% | -4 | 2% | 3% | -12%

# Pulled by structure from the list above:
nr | smiles | RGS4 inhibitor | Pol kappa inh | ERG-DNA inh | APE1 inh | Pol beta inh | LDHA block | ALOX12 inh | Pol eta inh | Anesthetic bind
6 | CN(C)CCCNc1ccc(S(N)(=O)=O)cc1[N+](=O)[O-] | 3% | -12% | 7% | u | 83% | -5 | -1% | -8% | 8%
26 | O=C(CSc1ncn[nH]1)NC1CCCc2ccccc21 (centres undefined) | 11% | -4% | 3% | 17% | 12% | -6 | -1% | -5% | -10%
24 | Clc1ccc2c(c1)N=C(N1CCNCC1)c1ccccc1N2 | 410%[activator][56.9 µM] | -15%[60.1 µM] | x | -6%&-3% | x | x | -12%&0% | x | -4%
22 | C/C(=N\NC(=S)NCc1ccccc1)c1ccc(C(C)(C)C)cc1 | 19% | -16% | 5% | 0% | -2% | 4 | 35µM* | u | -11%
21 | Cc1ccnc(NC2c3ccccc3C(=O)N2Cc2ccccc2Cl)c1 (centres undefined) | -6% | 9% | -12% | -2% | -21% | -1 | 10% | -20% | -5%

# Next results
no.	Compound	RGS4 inhibitor	Pol kappa inh	ERG-DNA inh	APE1 inh	Pol beta inh	LDHA block	ALOX12 inh	Pol eta inh	Anesthetic bind
31	Cc1ccc(NC(=O)c2sccc2C)cc1[N+](=O)[O-]	1%	-7%	-7%	-7%	2%	-6	-7%	-10%	u
32	CC(=O)N1c2ccc(S(=O)(=O)N3CCC(C(=O)NCCc4ccc(Cl)cc4)CC3)cc2CC1C (centres undefined)	26%[11.4 µM]	-4%	2%	13%	4%	-3	14%	-5%	-1%
33	CCc1nnc(NS(=O)(=O)c2ccc(N/C=C\C(=O)c3ccc4ccccc4c3)cc2)s1	-38%	-27%	2%	-3%	u	-7	-24%	50µM*	-10%
34	Cc1oc(C)c2c(=O)cc(-c3ccc4c(c3)OCO4)cc(OC(=O)c3cccc(Br)c3)c12	1%	-6%	9%	x	-11%	8	-4%	-22%	-7%
35	COc1ccc(N(C(=O)CCl)C(C(=O)NC2CCCCC2)c2cccnc2)cc1 (centres undefined)	-3%	-1%	1%	6%	7%	-8	u	-12%	-15%
36	O=C(Nc1nc2c(F)cc(F)cc2s1)C1CCN(C(=O)c2ccc(F)cc2)CC1	-13%	8%	2%	-13%	x	-6	u	-6%	x
37	Cc1ccc(-c2nnc(CSc3nnc(C)s3)o2)cc1	0%	-4%	5%	0%	0%	-16	-22%	8%	-11%
38	COc1ccccc1NC(=O)c1ccccc1SC	-21%	-5%	4%	4%	3%	-2	12%	-21%	-12%
39	Cc1cc(C(=O)NNC(=O)COc2ccccc2Cl)n[nH]1	25%	7%	-14%	11%	19%	-5	-2%	-5%	6%
40	COc1ccc2cc3c(N)nn(C(=O)c4ccccc4Cl)c3nc2c1	4%&-8%	-5%&-17%	0%&4%	7%	20%&3%	-4&0	7%&-18%	-9%&-20%	6%&-20%
41	COCCN(C(=O)CSc1nnc(-c2ccccc2C)n1C)c1c(N)n(Cc2ccccc2)c(=O)[nH]c1=O	-20%[56.9 µM]	-7%	6%	-13%	-5%	1	-10%	-4%	-1%
42	CC(=O)Nc1ccc(NC(=O)C/C(C)=N/NC(=O)COc2cc(C)c(Br)cc2Br)cc1	-19%	4%	-11%	2%	u	-9	1%	-17%	-10%
43	Cc1cc(C)cc(N2CC(O)Cn3c2nc2c3c(=O)[nH]c(=O)n2C)c1 (centres undefined)	11%	-3%	5%	35%	20%	-2	31%[activator]	-7%	1%

# This is a subset (hit frequency here may not be typical).
